Screening data as filed in PubChem.
STEP inh = STEP phosphatase inhibitors, primary screen, biochemical, fluorescence intensity, uHTS | recombinant STEP, OMFP fluorogenic substrate | inhibition, % at 20 µM | hit rate 0.25% among 360,000;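 active means inhibition at 20 µM, scaled per plate between control wells, above about 37%, limit read from the data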;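 further: 0% = DMSO with enzyme and substrate and 100% = substrate only without enzyme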
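material = STEP tyrosine phosphatase | reagent = fluorogenic phosphatase substrate OMFP at 25 µM final | doses = single compound dose of 20 µM, 1% DMSO final | schedule = 20 min reaction, room temperature, in the dark | measured by = fluorescence, 480/540 nm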
Rpn11 inh = Rpn11 (PSMD14) deubiquitinase inhibitors, primary screen, biochemical, fluorescence polarization, uHTS; 26S proteasome non-ATPase regulatory subunit 14 (Homo sapiens), O00487; human 26S proteasome, Ub4-pepOG fluorescence polarization; 20S core pre-blocked with epoxomicin; calls only at 20 µM; hit rate 0.59% among 360,000;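 active means inhibition at 20 µM, scaled to each plate's controls, above about 33%, limit read from the data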
DNMT1 inh = human DNMT1 methyltransferase inhibitors, primary screen, biochemical, molecular beacon, fluorescence, HinP1I cleavage, uHTS; DNA (cytosine-5)-methyltransferase 1 (Homo sapiens), P26358; hit rate 0.83% among 360,000; inhibition (reported as % activation of signal), % at 10 µM; in the data active means inhibition above about 50%
Scp1 inh = Scp-1 phosphatase inhibitors, primary screen, biochemical, colorimetric, uHTS. inhibition, % at 20 µM. Carboxy-terminal domain RNA polymerase II polypeptide A small phosphatase 1 (Homo …. hit rate 0.88% among 340,000. Recombinant Scp1, phosphopeptide, malachite green phosphate absorbance. AID 493091, 2011;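 active means inhibition above about 50% at 20 µM, limit read from the data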;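 further: plate controls were DMSO wells with enzyme for no effect and wells lacking enzyme for full effect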
Target sequence (Q9GZU7 76-261 limits assumed): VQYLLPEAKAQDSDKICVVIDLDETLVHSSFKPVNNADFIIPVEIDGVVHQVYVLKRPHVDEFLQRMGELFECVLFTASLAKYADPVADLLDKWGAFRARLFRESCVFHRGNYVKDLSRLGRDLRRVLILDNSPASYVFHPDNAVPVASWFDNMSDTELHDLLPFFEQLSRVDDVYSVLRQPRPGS
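Test system: SCP-1 phosphatase catalytic domain, residues 76-261; measured by: colorimetric phosphate reagent with accelerator and stabiliser, absorbance at 630 nm; timing: enzyme reaction 45 min at room temperature, colour 5 min, stabilisation 30 min; also added: Phosphorylated 17-residue peptide substrate; compound dosing: one concentration, 20 µM, with 1.0% DMSO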
SUMO1 PPI mod = modulators of SUMO1 protein-protein interactions, primary screen, biochemical, uHTS; Small ubiquitin-related modifier 1 (Homo sapiens), P63165; SUMO1 binding to a labelled peptide, TR-FRET, 1 h; inhibition, % at 20 µM; hit rate 0.33% among 360,000; in the data active means inhibition above about 37%
Target sequence (P63165 whole entry, looked up): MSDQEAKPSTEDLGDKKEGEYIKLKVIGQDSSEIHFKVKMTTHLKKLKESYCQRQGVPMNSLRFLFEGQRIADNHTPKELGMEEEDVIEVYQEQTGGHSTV
Rin1 Abl inh = inhibitors of Rin1-Abl protein binding, primary screen, biochemical, TR-FRET. inhibition, % at 7.35 µM. hit rate 0.4% among 360,000; in the data active means inhibition above about 5%, passing the limit was not always enough
Neddylation inh = inhibitors of cullin neddylation, primary screen, biochemical, TR-FRET, uHTS, NAE and Ubc12; calls only at 25 µM; NEDD8-conjugating enzyme Ubc12 (Homo sapiens) + NEDD8-activating enzyme E1 regulatory …; AID 651699, 2012; hit rate 0.58% among 360,000; in the data active means inhibition above about 36%
CSN deneddyl inh = inhibitors of CSN-mediated cullin deneddylation, primary screen, biochemical, fluorescence polarization, uHTS | hit rate 0.38% among 360,000 | AID 651999, 2013 | COP9 signalosome complex subunit 5 (Homo sapiens), Q92905 | Purified CSN, SCF-Nedd8-OG deneddylation | inhibition, % at 12.5 µM;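 active means pattern-corrected inhibition above about 35%, with an unprinted fluorescence ratio check between 0.5 and 1.5, limit read from the data, passing the limit was not always enough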;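 further: 0% = enzyme with substrate and 100% = substrate without enzyme; some results filed as inactive read as strong as hits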
Target sequence (Q92905 whole entry, looked up, one chain of several): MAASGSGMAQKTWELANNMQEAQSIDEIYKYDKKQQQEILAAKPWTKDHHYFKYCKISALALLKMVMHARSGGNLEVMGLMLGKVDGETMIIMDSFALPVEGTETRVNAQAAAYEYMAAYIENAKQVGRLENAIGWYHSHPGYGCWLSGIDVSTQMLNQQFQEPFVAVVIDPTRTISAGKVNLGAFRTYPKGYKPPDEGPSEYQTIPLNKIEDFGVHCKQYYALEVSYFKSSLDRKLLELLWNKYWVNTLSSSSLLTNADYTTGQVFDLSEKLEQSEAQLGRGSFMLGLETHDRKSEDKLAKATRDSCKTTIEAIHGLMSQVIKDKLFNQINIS
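Detection – fluorescence polarization · System – HEK293T-derived human Csn5 enzyme · Controls – substrate-only high control, full reaction low control · Timing – 90 min, room temperature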
NadD block = inhibitors of S. aureus NadD, primary screen, biochemical, colorimetric, uHTS. hit rate 0.78% among 360,000. Nicotinate-nucleotide adenylyltransferase NadD (Staphylococcus aureus N315). AID 602399, 2012. purified NadD enzyme, colorimetric absorbance read-out. inhibition, % at 20 µM; in the data active means inhibition above about 26%; further: some compounds past the cut are filed as inactive
LMPTP block = LMPTP phosphatase inhibitors, primary screen, biochemical, fluorescence intensity, uHTS. Low molecular weight phosphotyrosine protein phosphatase (Homo sapiens), P24666. inhibition, % at 20 µM. hit rate 0.22% among 360,000. AID 651560, 2012. recombinant LMPTP-A, OMFP fluorogenic substrate;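 active means compounds that cut the enzyme signal by at least half of the control window in the single-dose screen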;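 further: plate controls were DMSO wells with enzyme plus substrate for no effect and substrate without enzyme for full effect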
Target sequence (P24666 whole entry, looked up): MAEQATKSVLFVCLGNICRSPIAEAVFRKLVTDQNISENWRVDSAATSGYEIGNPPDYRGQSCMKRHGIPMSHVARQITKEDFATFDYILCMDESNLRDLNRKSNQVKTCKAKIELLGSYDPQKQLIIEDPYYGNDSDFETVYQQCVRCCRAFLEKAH
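Test system – LMPTP-A phosphatase enzyme · Quantity – 0.625 nM LMPTP-A final · Reagent – OMFP substrate, 400 µM final · Dosing – one test concentration per compound, 20 µM, with 3% DMSO overall · Timing – 50 min enzyme reaction at room temperature, protected from light · Detection – fluorescence intensity · Controls – substrate-only low control, DMSO enzyme-plus-substrate high control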
* hit, by the source's call; i = inactive; . = not tested or not shown; + = active, no number.

The line under a structure holds: STEP inh | Rpn11 inh | DNMT1 inh | Scp1 inh | SUMO1 PPI mod | Rin1 Abl inh | Neddylation inh | CSN deneddyl inh | NadD block | LMPTP block
1: O=C(c1ccc(F)cc1)c1cccc(C(=O)c2ccc(F)cc2)n1
  -2.6 | i | 2.1 | -4.7 | 3.0 | -0.2 | i | -1.8 | -2.1 | 1.5
2: CCN(CC(=O)NCc1cccs1)C(=O)c1cccc(S(=O)(=O)N2CC(C)OC(C)C2)c1 (configuration not stated)
  0.7 | i | -1.4 | 3.6 | -0.6 | -5.6 | i | 1.4 | 11.2 | -0.7
3: C[C@@H]1CN([C@@H](C)CO)C(=O)c2cc(Br)cnc2O[C@H]1CN(C)C(=O)Cc1cccnc1
  -1.0 | i | 4.6 | . | -1.0 | 0.7 | i | 3.6 | -5.6 | -2.5
4: CC(NC(=O)c1cccc(F)c1)C(c1cccs1)N1CCN(C)CC1 (configuration not stated)
  5.2 | i | 4.9 | -6.4 | -0.1 | -2.9 | i | -1.9 | -1.7 | -1.1
5: O=S(=O)(c1ccc(Cl)c(Cl)c1)c1snnc1-c1ccccc1
  3.8 | i | 14.8 | -7.0 | 2.4 | -0.7 | i | 5.1 | 4.9 | 3.2
6: CC(C)N(C(=O)COC(=O)c1ccc(Cl)c(S(N)(=O)=O)c1)C(C)C
  3.4 | i | 0.5 | 2.2 | -1.4 | -4.4 | i | 0.0 | -2.2 | -2.5
7: COc1ccc(C(C(=O)NCc2ccccc2)N(Cc2ccco2)C(=O)c2snc(C(N)=O)c2N)cc1 (configuration not stated)
  3.8 | i | -5.5 | -7.9 | -14.2 | 1.8 | i | 1.8 | 2.2 | 1.0
8: O=C(CCN1C(=O)/C(=C/c2ccc(F)cc2)SC1=S)NCCc1ccc(O)cc1
  -4.1 | i | 1.3 | -7.4 | -10.1 | 0.8 | i | -3.4 | 15.1 | -1.7
9: CC1=CC(=O)C(Sc2ccc(C)cc2)=CC1=O
  -2.4 | i | -23.6 | . | 1.9 | -3.5 | i | 1.9 | 7.8 | 0.0
10: COc1ccc(C(=O)Nc2ccc(N3CCN(C)CC3)cc2)cc1
  -2.5 | i | -3.0 | 3.6 | 1.2 | 0.9 | i | -1.0 | -4.2 | 0.3
11: Cc1noc(C)c1NC(=O)Nc1cccc2c1O[C@H](CN(C)S(C)(=O)=O)[C@@H](C)CN([C@H](C)CO)C2=O
  -1.2 | i | 5.2 | -5.0 | 2.3 | -1.3 | i | -3.1 | 3.4 | -0.9
12: Cc1cc2ncn(/N=C/c3ccc([N+](=O)[O-])s3)c2cc1C
  -2.4 | + | -26.9 | 4.0 | -16.8 | -2.9 | i | 6.9 | -2.5 | 1.2
13: COC(=O)N/N=C(\C)c1ccccc1OC(F)F
  -2.7 | i | -2.2 | -5.2 | -0.2 | 0.3 | i | -0.7 | -5.3 | -1.3
14: O=C1N[C@H]2CC=C[C@H]2Nc2ccccc21
  3.0 | i | 2.4 | -6.6 | 1.0 | -3.5 | i | -3.4 | 2.0 | -0.2
15: CCCCN(CCCC)CCNC(=O)CSCc1ccc(C)cc1
  -2.9 | i | 1.0 | -10.4 | -1.3 | -0.3 | i | 0.8 | -11.9 | -3.6
16: Cc1ccc2nc(-c3ccc(NC(=O)COC(=O)c4ccc([N+](=O)[O-])o4)cc3)sc2c1
  1.3 | i | 38.0 | -7.1 | -3.0 | -2.9 | i | -3.6 | 26.7 | 4.3
17: CNC(=O)C(NC(=O)CNC(=O)c1ccc(Cl)cc1)C(C)(C)C (configuration not stated)
  1.3 | i | -0.2 | -7.3 | 1.6 | -2.0 | i | -3.2 | 0.3 | 0.9
18: CC1=CC(C)C(C[N+]2(C)CCCCC2)C(C)C1 (configuration not stated)
  -4.9 | i | 5.3 | 22.0 | 1.6 | 1.9 | i | 4.3 | 2.1 | -0.3
19: COC(=O)Cc1c(C)nc2nc(NCc3cccc([N+](=O)[O-])c3)[nH]n2c1=O
  2.6 | i | 2.1 | -4.4 | -13.3 | 0.9 | i | -0.5 | -1.6 | -1.0
20: CC(=O)N1CCCc2cc(S(=O)(=O)N3CCCC(C(=O)Nc4cc(C)ccc4C)C3)ccc21 (configuration not stated)
  2.4 | i | 1.4 | -1.4 | 0.9 | -0.9 | i | -2.1 | -5.3 | 0.8
21: Cc1ccc(Nc2nc(N)c([N+](=O)[O-])c(N3CCC(C)CC3)n2)cc1C
  -0.6 | i | -13.0 | 5.6 | 3.2 | 0.8 | i | 4.6 | 5.1 | 3.4

Sorted by formula weight (smallest number first): part of the list above
The line under a structure holds: STEP inh | Rpn11 inh | DNMT1 inh | Scp1 inh | SUMO1 PPI mod | Rin1 Abl inh | Neddylation inh | CSN deneddyl inh | NadD block | LMPTP block
14: O=C1N[C@H]2CC=C[C@H]2Nc2ccccc21
  3.0 | i | 2.4 | -6.6 | 1.0 | -3.5 | i | -3.4 | 2.0 | -0.2
18: CC1=CC(C)C(C[N+]2(C)CCCCC2)C(C)C1 (configuration not stated)
  -4.9 | i | 5.3 | 22.0 | 1.6 | 1.9 | i | 4.3 | 2.1 | -0.3
9: CC1=CC(=O)C(Sc2ccc(C)cc2)=CC1=O
  -2.4 | i | -23.6 | . | 1.9 | -3.5 | i | 1.9 | 7.8 | 0.0
13: COC(=O)N/N=C(\C)c1ccccc1OC(F)F
  -2.7 | i | -2.2 | -5.2 | -0.2 | 0.3 | i | -0.7 | -5.3 | -1.3
17: CNC(=O)C(NC(=O)CNC(=O)c1ccc(Cl)cc1)C(C)(C)C (configuration not stated)
  1.3 | i | -0.2 | -7.3 | 1.6 | -2.0 | i | -3.2 | 0.3 | 0.9
15: CCCCN(CCCC)CCNC(=O)CSCc1ccc(C)cc1
  -2.9 | i | 1.0 | -10.4 | -1.3 | -0.3 | i | 0.8 | -11.9 | -3.6
4: CC(NC(=O)c1cccc(F)c1)C(c1cccs1)N1CCN(C)CC1 (configuration not stated)
  5.2 | i | 4.9 | -6.4 | -0.1 | -2.9 | i | -1.9 | -1.7 | -1.1
20: CC(=O)N1CCCc2cc(S(=O)(=O)N3CCCC(C(=O)Nc4cc(C)ccc4C)C3)ccc21 (configuration not stated)
  2.4 | i | 1.4 | -1.4 | 0.9 | -0.9 | i | -2.1 | -5.3 | 0.8
11: Cc1noc(C)c1NC(=O)Nc1cccc2c1O[C@H](CN(C)S(C)(=O)=O)[C@@H](C)CN([C@H](C)CO)C2=O
  -1.2 | i | 5.2 | -5.0 | 2.3 | -1.3 | i | -3.1 | 3.4 | -0.9

Rows are unselected; 3.8% or so of the library scored in one or more.
